# GSK3A inh: blockers of GSK3A enzyme activity – biochemical, luminescence, cell-free homogeneous, HTS, primary screen. 0.1% of 320,000 active. Glycogen synthase kinase-3 alpha (Homo sapiens), P49840. inhibition, % at 10 µM. AID 2650, 2010. GSK-3 alpha kinase, ADP-Glo luminescence, 60 min;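 in the data active = inhibition above about 50%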;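 note: GST-tagged GSK-3 alpha with peptide substrate and 25 µM ATP; 0% = DMSO neutral wells and 100% = GW8510 positive control wells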
# Target sequence (P49840 whole entry, looked up): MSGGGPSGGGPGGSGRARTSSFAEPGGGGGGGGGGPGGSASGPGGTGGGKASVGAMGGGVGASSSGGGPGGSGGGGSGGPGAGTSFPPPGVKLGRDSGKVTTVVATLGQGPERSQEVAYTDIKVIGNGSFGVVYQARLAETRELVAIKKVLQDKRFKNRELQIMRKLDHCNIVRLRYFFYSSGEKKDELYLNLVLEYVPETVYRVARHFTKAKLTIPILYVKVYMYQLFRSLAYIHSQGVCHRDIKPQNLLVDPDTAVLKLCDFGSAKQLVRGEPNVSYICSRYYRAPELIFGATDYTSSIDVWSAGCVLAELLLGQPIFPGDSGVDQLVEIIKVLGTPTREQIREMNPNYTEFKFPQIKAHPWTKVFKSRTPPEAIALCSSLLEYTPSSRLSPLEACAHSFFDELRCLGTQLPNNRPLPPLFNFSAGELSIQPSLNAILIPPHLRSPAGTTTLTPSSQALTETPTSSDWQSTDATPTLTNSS
# GSK3beta inhib: human GSK3beta kinase inhibitors, primary screen, biochemical, cell-free homogeneous, HTS | GST-GSK3beta kinase, ADP-Glo luminescence, 60 min; hits give low values | activity score (negative = inhibition), % at 10 µM | 0.038% of 300,000 active | AID 2097, 2009;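 active = more than half of replicate wells score below -50%, meaning over 50% inhibition versus plate controls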;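 note: 0% = median DMSO wells and -100% = median GW8510 positive control wells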
# Target sequence (P49841 whole entry, looked up): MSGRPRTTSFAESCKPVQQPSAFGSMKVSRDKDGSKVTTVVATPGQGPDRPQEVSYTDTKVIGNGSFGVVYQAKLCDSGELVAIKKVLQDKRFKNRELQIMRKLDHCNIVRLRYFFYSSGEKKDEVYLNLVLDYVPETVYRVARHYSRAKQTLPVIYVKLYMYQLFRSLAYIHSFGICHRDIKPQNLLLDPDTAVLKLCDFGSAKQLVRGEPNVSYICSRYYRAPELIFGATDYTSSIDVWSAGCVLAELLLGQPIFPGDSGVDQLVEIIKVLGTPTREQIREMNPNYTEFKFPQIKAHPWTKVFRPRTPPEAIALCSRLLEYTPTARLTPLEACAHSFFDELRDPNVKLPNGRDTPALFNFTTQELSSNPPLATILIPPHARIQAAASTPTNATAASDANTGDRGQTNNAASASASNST
#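 test system = GST-tagged human GSK3beta kinase, cell-free | reagent = 25 µM ATP with peptide substrate | dosing = one dose of 10 µM per compound | schedule = 60 min reaction, RT | detection = luminescent ADP-Glo measurement of ADP formed | control set = DMSO neutral wells and GW8510 at 20 µM as positive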
# KCNQ1 block: inhibitors of human KCNQ1 channel, primary screen, cell-based, thallium flux, high-throughput; Potassium voltage-gated channel subfamily KQT member 1 (Homo sapiens), P51787; CHO-K1 KCNQ1, FluxOR thallium flux fluorescence; hits give high values; B-score at 10 µM; 1.3% of 310,000 active; AID 2642, 2010;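 active = compounds whose thallium flux B-score, printed positive for inhibition, exceeds three library SD while starting fluorescence stays within three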;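 note: channel opened by potassium depolarization with thallium stimulus after 20 min compound exposure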
# hERG rescue: hERG rescue from dofetilide block, primary screen, cell-based, CHO-hERG, FluxOR thallium flux, dofetilide IC70; 0.51% of 310,000 active; AID 1511, 2009; activation (rescue from dofetilide block), less the hit threshold, % at 10 µM; Voltage-gated inwardly rectifying potassium channel KCNH2 (Homo sapiens), Q12809; dofetilide IC70 present;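 active = activation above the mean of controls blocked by dofetilide plus 5 SD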;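 note: thallium influx through hERG after potassium depolarization seen as dye fluorescence rise; in these data hits start at about 4.7%; inactives centre near -7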
# RGS4 inh: RGS4 inhibitors, primary screen, cell-based, HEK293 M3R inducible RGS4, calcium flux. Fluo-4 calcium flux; hits give high values; triggered by carbachol at its EC20. B-score at 10 µM. Regulator of G-protein signaling 4 (Homo sapiens), P49798. 0.45% of 310,000 active;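 active = B-score, a plate-corrected calcium signal, over three deviations above library mean, with baseline fluorescence within five deviations of library mean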;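 note: RGS4 expression induced by doxycycline in cells with stable M3 receptor; B-score is computed from the integrated fluorescence ratio over baseline after carbachol; higher B-score means a larger calcium signal and so more RGS4 inhibition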
# Target sequence (P49798 whole entry, looked up): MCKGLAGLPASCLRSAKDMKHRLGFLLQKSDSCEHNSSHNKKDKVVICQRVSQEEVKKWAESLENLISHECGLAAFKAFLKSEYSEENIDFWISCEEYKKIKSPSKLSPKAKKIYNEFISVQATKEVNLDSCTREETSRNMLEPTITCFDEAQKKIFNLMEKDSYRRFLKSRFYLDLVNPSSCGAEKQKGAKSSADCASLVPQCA
# KCNK3 inh: human KCNK3 channel inhibitors, primary screen, CHO cells, FluxOR thallium flux, B-score. 0.84% of 340,000 active. FluxOR fluorescence; hits give low values. B-score at 10 µM;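 active = B-score under library mean minus 4 SD, starting fluorescence ratio at most library mean plus 5 SD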;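 note: more negative B-score means stronger inhibition of thallium flux through KCNK3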
# KCNQ1 act: potentiators or activators of KCNQ1 channel, primary screen, cell-based, thallium flux, high-throughput | Potassium voltage-gated channel subfamily KQT member 1 (Homo sapiens), P51787 | CHO-K1 KCNQ1, thallium flux FluxOR fluorescence; hits give high values | B-score at 10 µM | 0.35% of 310,000 active;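 active = fluorescence ratio B-score, a plate-corrected score, at least three library SD, with initial intensity B-score within 5 SD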
#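 Material: CHO-K1 cells stably expressing KCNQ1. Medium: assay buffer for compound exposure, DMSO matched across wells. Reagent: K+/Tl+ depolarizing stimulus. Compound dosing: single-concentration screen. Times: 37 °C overnight plating, 90-min dark dye load, 20-min compound pretreatment. Technique: FluxOR Tl+ flux fluorescence.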
# PolyA inhibitor: polyadenylation inhibitors in yeast reporter cells, primary screen, luminescence, S. cerevisiae | S. cerevisiae SKY197-pL101 polyadenylation reporter, beta-gal luminescence; efflux-impaired pdr1/pdr3 knockout yeast; score 100 = 6 SD above DMSO | calls only at 12 µM | 0.02% of 300,000 active | AID 1875, 2009;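 active = lowest replicate activity score at least 50, where 100 means six control SD above control mean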;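 note: yeast exposed to compound for 9 h at 30 °C; higher score means more reporter readthrough which indicates perturbed polyadenylation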
# KCNK9 block: KCNK9 potassium channel inhibitors, primary screen, HEK293 cells, thallium flux | Potassium channel subfamily K member 9 (Homo sapiens), Q9NPC2 | FluxOR thallium flux fluorescence; hits give low values | B-score at 10 µM | 1.2% of 310,000 active;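 active = ratio B-score over 3 SD below the library mean, with starting fluorescence within 5 SD of its mean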;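 note: negative B-score means less thallium flux so channel inhibition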
# DYRK1A inh: rat Dyrk1A kinase inhibitors, primary screen, biochemical, single point, plate reader; Dual specificity tyrosine-phosphorylation-regulated kinase 1A (Rattus norvegicus), Q63470; ADP-Glo luminescence, NFATc1 peptide; inhibition, % at 12.5 µM; 0.43% of 310,000 active; in the data active = inhibition above about 50%;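 note: plate controls were vehicle with enzyme for no effect and no enzyme for full effect; many of its hits are not listed in these tables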
# RGS4 pot: RGS4 potentiators or activators, primary screen, cell-based, HEK293 M3R inducible RGS4, calcium flux. B-score at 10 µM. 0.92% of 310,000 active. carbachol calcium flux Fluo4; hits give low values;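 active = B-score of the integrated calcium signal more than 4 SD below the library mean, with starting fluorescence not abnormally high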;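 note: negative B-score means reduced calcium response which marks RGS4 activation or potentiation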
#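 Also added: carbachol at ECmax as muscarinic agonist stimulus; Assay system: HEK293 cells with stable M3R and inducible RGS4; Timing: overnight RGS4 induction, 30 min dye load 37 °C, 20 min compound RT; Measured by: Fluo4-AM (2 µM) calcium-flux fluorescence, kinetic read.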
# * marks the source's active call; other numbers are inactive results; i = inactive; . = no result given. The list is partial; count on the stated rates, not on these rows.
# Order of results – GSK3A inh, GSK3beta inhib, KCNQ1 block, hERG rescue, RGS4 inh, KCNK3 inh, KCNQ1 act, PolyA inhibitor, KCNK9 block, DYRK1A inh, RGS4 pot
COc1ccc(C(=O)/C=C/c2cccc(OCc3ccccc3)c2)cc1CSCC(=O)O
  -7, -3, i, -33, i, i, i, i, i, 4, i
CCc1ccc(N/C(=N/c2nc(C)cc(C)n2)NC(C)=O)cc1
  -3, 2, i, -1, i, i, i, i, i, -2, i
O=C(CCc1ccc(S(=O)(=O)N2CCOCC2)cc1)N1CCCC1
  -1, 2, i, -7, i, i, i, i, i, 0, i
Cc1ccc(S(=O)(=O)CCC(=O)Nc2ccc(Br)cc2)cc1
  -6, 3, i, -1, i, i, i, i, i, 2, i
CC(C)c1ccccc1NC(=O)c1ccc(CN(c2ccccc2)S(=O)(=O)c2ccccc2)cc1
  0, 4, i, -1, i, ., i, i, i, ., i
O=C(Nc1ncccn1)c1ccc(Cl)c([N+](=O)[O-])c1
  -1, 6, i, -8, i, i, i, i, i, 4, i
O=C(NNC1=C(C(=O)C(F)(F)F)CCC1)c1cccnc1
  1, -3, i, -20, i, i, i, i, i, -1, i
COc1ccccc1/C=C1\SC(=O)N(CC(=O)NCCCn2ccnc2)C1=O
  -1, 1, i, -8, i, i, i, i, i, 4, i
O=C(NC(=S)Nc1cccnc1Cl)c1ccc(F)cc1
  -1, 0, i, -9, i, i, i, i, i, 8, i
COc1ccc(C(=O)C2CCCN(C(=O)CCc3ccccn3)C2)c(C)c1 (stereo not given)
  0, 1, i, -8, i, i, i, i, i, -1, i
O=C(Cc1ccc([N+](=O)[O-])cc1)Nc1ccc2c(c1)OCO2
  1, 0, i, -7, i, i, i, i, i, 0, i
CC1(C)Cc2c(c(-c3ccccc3)[nH]c(=O)c2C#N)CS1
  -10, -1, i, -6, i, i, i, i, i, 14, i
Cc1csc(NC(=O)c2ccco2)c1C(=O)c1ccccc1
  -3, -2, i, -2, i, i, i, i, i, -4, i
Cc1cc(N(C)C)c(C#N)c(=O)[nH]1
  -1, -3, i, -5, i, i, i, i, i, -8, i
CCOC(=O)N1CCN(S(=O)(=O)c2ccc(C)c([N+](=O)[O-])c2)CC1
  -2, 3, i, -6, i, i, i, i, i, -4, i
CCNc1nc(SCCOc2ccc(C)cc2)nc(N(C)C)n1
  -2, 0, i, -11, i, i, i, i, i, -2, i
CC1=Nc2cc(C(=O)N3CCCCC3)ccc2Sc2ccc(C)cc21
  -1, 1, i, -11, i, i, i, i, i, -4, i
C/C=C(\CS(=O)(=O)c1ccccc1)S(=O)(=O)c1ccccc1
  -2, 0, i, -5, i, i, i, i, i, 4, i
CCc1nc2ccccc2c(C(=O)Oc2cccc3cccnc23)c1C
  -2, -1, i, -17, i, i, i, i, i, -1, i
Cc1ccc(NC(=O)CSc2ccc(-c3cccnc3)nn2)cc1
  -1, 1, i, -5, i, i, i, i, i, 6, i
C[C@H](NC(N)=O)C(=O)Nc1ccc2c(c1)OCO2
  -2, 1, i, -11, i, i, i, i, i, 7, i
O=C(C1CCCN(S(=O)(=O)c2cccc3cccnc23)C1)N1CCN(c2ccc(F)cc2)CC1 (stereo not given)
  -2, 2, i, -18, i, i, i, i, i, 17, i
O=C(CSc1nnc(Nc2ccccc2)s1)Nc1cccnc1Cl
  2, -6, i, -7, i, i, i, i, i, 8, i
COc1ccc(Cl)cc1N1CC(C(=O)Nc2nccs2)CC1=O (stereo not given)
  13, -7, i, -2, i, i, i, i, i, 9, i
c1ccc(-c2nc3nonc3nc2-c2ccccc2)cc1
  -1, 2, i, -14, i, i, i, i, i, -3, i
Cc1ccc(N(CC(=O)NCc2ccccc2)C(=O)c2csnn2)c(C)c1
  -2, 1, i, -3, i, i, i, i, i, 1, i
Cc1nc(C)c(-c2ccc(SCc3cccc(F)c3)nn2)s1
  1, -2, i, -5, i, i, i, i, i, ., i
CCOc1ccc(/C=C/C(=O)C(C(N)=O)=C2SCCS2)cc1
  -1, 1, i, -3, i, i, i, i, i, -4, i
O=C(c1cc2c(s1)-c1ccccc1S(=O)(=O)C2)N1CCCC1
  0, 1, i, -3, i, i, i, i, i, -4, i
c1ccc2c(c1)oc1c(NCCCN3CCOCC3)ncnc12
  0, 1, i, -5, i, i, i, i, i, 8, i
COCCNC(=O)C1CCN(Cc2cccc(OCc3ccccc3)c2)CC1
  0, -2, i, -6, i, i, i, i, i, 1, i
COc1ccc(NC(=S)NNC(=O)CCn2cc([N+](=O)[O-])cn2)cc1
  3, 2, i, -7, i, i, i, i, i, 5, i
Cc1ccc(-n2ncc3c2CC(C)(C)CC3NC(=O)c2cc[n+]([O-])cc2)cc1 (stereo not given)
  1, 0, i, 0, i, i, i, i, i, 3, i
CCOc1ccc(NC(=S)Nc2ccccc2C2(C)CC2)cc1
  -6, 0, i, -22, i, i, i, i, i, 2, i
O=C(N/N=C/c1cn(-c2ccccc2)nc1-c1cccnc1)c1cccnc1
  0, -2, i, -25, i, i, i, i, i, -1, i
CS(=O)(=O)NCCOc1ccc(S(=O)(=O)NCCOc2ccccc2)cc1
  3, 1, i, -4, i, i, i, i, i, 2, i
O=C(O)/C=C/C(=O)Nc1ccc(OC(F)F)cc1
  -2, 1, i, -4, i, i, i, i, i, 0, i
CCOC(=O)c1c(NC(=S)N2CCN(C)CC2)sc2c1CCN(C(=O)OCC)C2
  -2, 1, i, -16, i, i, i, i, i, 10, i
Cc1ccc(C)c(C(=O)OCC(=O)Nc2cccc(S(=O)(=O)NC3=NCCCCC3)c2)c1
  0, -1, i, -12, i, i, i, i, i, -2, i
CCCc1nnc(SCc2ccc(OC)cc2)n1N
  -3, -1, i, -7, i, i, i, i, i, 5, i
CCOC(=O)C1CCN(C(c2cc3cc(C)cc(C)c3[nH]c2=O)c2nnnn2C2CCCCC2)CC1 (stereo not given)
  -4, 1, i, -6, 6.1*, i, i, i, i, 5, i
O=C(Nc1ccc(C(=O)N2CCOCC2)cc1)c1cccs1
  2, -7, i, -11, i, i, i, i, i, 3, i
COc1cc(NC(=O)CCc2nnc3ccc(N4CCC(C)CC4)nn23)cc(OC)c1
  6, 2, i, -4, i, i, i, i, i, ., i
O=C(c1ccccc1F)N1CCN(C(=O)C2CC2)CC1
  0, 2, i, -6, i, i, i, i, i, -2, i
C#CCn1c(O)c(N=NC(=O)C(O)c2ccccc2)c2ccccc21 (stereo not given)
  8, 0, i, -11, i, i, i, i, i, 3, i
O=[N+]([O-])c1ccc(N/N=C/c2ccc(OCc3cccc4ccccc34)cc2)nc1
  1, 1, i, -7, i, i, i, i, -9.3*, -3, i
C/C(Cn1nnc([N+](=O)[O-])n1)=N\NC(=O)c1ccncc1
  3, 1, i, -13, i, i, i, i, i, -3, i
O=C(O)COc1c(-c2ccco2)oc2ccccc2c1=O
  -2, -1, i, -7, i, i, i, i, i, 2, i
COCCNC(=O)CN(C(=O)CCC(=O)Nc1cc(C)on1)c1ccc(C)cc1C
  -1, 0, i, -4, i, i, i, i, i, 3, i
CCOC(=O)c1ccc(-n2c(CCC(=O)O)ccc2-c2ccc(F)cc2)cc1
  -4, 4, i, -7, i, i, i, i, i, -8, i

# Next section.
# Order of results – GSK3A inh, GSK3beta inhib, KCNQ1 block, hERG rescue, RGS4 inh, KCNK3 inh, KCNQ1 act, PolyA inhibitor, KCNK9 block, DYRK1A inh, RGS4 pot
O=[N+]([O-])c1cc(Cl)ccc1-c1nc(-c2ccccc2)no1
  -1, 2, i, -12, i, i, i, i, i, 4, i
COc1cccc(S(=O)(=O)Nc2cccc(C(=O)N3CCCC3)c2)c1
  ., 1, i, -9, i, i, i, i, i, 16, i
O=C(O)CCc1ccc(-c2ccccc2)n1-c1cccc(O)c1
  -10, 4, i, -2, i, i, i, i, i, 6, i
Cc1[nH]c2ccccc2c1C(=O)COC(=O)C(C)C
  -2, 2, i, -15, i, i, i, i, i, -1, i
O=C(CN1CCCc2ccccc21)N/N=C/c1ccccc1
  0, 2, i, -7, i, i, i, i, i, 0, i
COc1cc2cc(CN(CCCN3CCOCC3)C(=O)Nc3ccc(F)cc3)c(=O)[nH]c2cc1OC
  0, 2, i, -5, i, i, i, i, i, -1, i
COc1cc(C(=O)Nc2ccc(-c3nc4cc(C)ccc4o3)c(O)c2)cc(OC)c1OC
  1, -5, i, -4, i, i, i, i, i, -2, i
COc1ccnc(Oc2ccc(C)cc2)c1C#N
  0, 0, i, -2, i, i, i, i, i, ., i
COc1ccc(NC(=O)Cn2nc(C(F)(F)F)c3c2CCCC3)cc1OC
  -2, 1, i, -9, i, i, i, i, i, -11, i
O=C(Nc1ccc(F)cc1)c1cncs1
  -1, 1, i, -2, i, i, i, i, i, 6, i
CC(C)CC(=O)NS(=O)(=O)c1ccc(N)cc1
  0, -1, i, -4, i, i, i, i, i, 1, i
Cn1c(=O)c(=O)n(C)c2cc(S(=O)(=O)N3CC(=O)N(CCc4ccccc4)C(=O)C3)ccc21
  -2, -22, i, -1, i, i, i, ., i, -3, i
COc1cc(/C=N/NC(=O)CCN2CCN(Cc3ccccc3)CC2)cc(OC)c1OC
  0, 4, i, -7, i, i, i, i, i, 0, i
CCN1c2cccc3cccc(c23)S1(=O)=O
  -2, 2, i, -8, i, i, i, i, i, 5, i
Cc1ccc2nsnc2c1NC(=O)c1ccc([N+](=O)[O-])cc1
  0, 2, i, -2, i, i, i, i, i, 2, i

# Assay outcomes from PubChem BioAssay.
